Compound activity deposited in PubChem BioAssay by National Center for Advancing Translational Sciences (NCATS).
LDHA inh – inhibitors of human lactate dehydrogenase A. P00338. actives 0.15% (n = 480,000). activity change, % (values are at about 110 or 230 µM). AID 1347041. purified LDHA, NADH/diaphorase-resazurin fluorescence; hits give low values; in the data active = activity change below about -30%; inconclusive = mostly about -25% to -30%;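 also: plate controls were DMSO wells for no effect and wells without enzyme for full effect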
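Human LDH5 at 2 nM final in Tris HCl pH 7.4 with 0.06 mM NADH and 0.2 mM pyruvate, reacted 5 minutes at room temperature. Remaining NADH coupled via diaphorase/resazurin; resorufin fluorescence read at 0 and 20 minutes, normalized to enzyme-free and DMSO wells.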
Glioma ERSR ind – ER stress response induction in glioma; U87-MG GRP78 promoter luciferase reporter, 16 h; Potency, µM, for inactives: at the top dose activation, hits mostly activators; actives 0.02% (n = 420,000); also: potency is read from the fitted curve at half-maximal effect; series mostly up to about 76 µM; % of control where 0% means no effect; nearly all actives have a fitted effect of over 35% in size
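Stably transfected U87-MG human glioma cells carrying a GRP78-based luminescent sensor were seeded at 1000 cells/well, pin-dosed with compounds and incubated 16 h. Luciferase reagent was then added, and end-point luminescence was read after 10 min at room temperature.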
D1 antagonist – human D1 dopamine receptor antagonism | AID 504652 | actives 3.2% (n = 360,000) | P21728 | HEK293 TREx D1 cells, calcium flux, dopamine EC80; hits give low values | activity change, negative = inhibition, % at 10 µM; in the data active = activity change below about -30%; also: % is scaled to controls: 0 for no effect and ±100 for the full control effect
Target sequence (P21728 whole entry, looked up): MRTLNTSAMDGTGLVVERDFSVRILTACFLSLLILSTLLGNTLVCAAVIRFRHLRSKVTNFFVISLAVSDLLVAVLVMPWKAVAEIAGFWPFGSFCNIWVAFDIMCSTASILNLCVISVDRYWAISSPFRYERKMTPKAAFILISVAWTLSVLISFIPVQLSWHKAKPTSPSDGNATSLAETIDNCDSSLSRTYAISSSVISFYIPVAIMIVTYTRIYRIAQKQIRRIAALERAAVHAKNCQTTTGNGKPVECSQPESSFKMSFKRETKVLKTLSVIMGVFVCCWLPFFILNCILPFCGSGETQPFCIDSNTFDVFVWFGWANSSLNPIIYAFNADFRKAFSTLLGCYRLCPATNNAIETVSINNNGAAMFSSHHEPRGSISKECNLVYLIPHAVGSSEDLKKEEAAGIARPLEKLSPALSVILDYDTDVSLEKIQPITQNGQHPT
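Using tetracycline-induced force-coupled D1 Hek293 cells and a calcium dye, signals were followed for 180 s after compound, then for 180 s after EC80 dopamine, to detect inhibitors.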
RXFP1 agonist – agonists of human relaxin receptor RXFP1; HEK293T-RXFP1 cAMP TR-FRET, 30 min; response scale: percent of porcine relaxin response, buffer zero; Potency, µM (highest dose often 57.5 µM), without a hit: at the highest dose activation, most hits filed as activators; AID 2676; Q9HBX9; actives 0.3% (n = 370,000); also: potency is read from the fitted curve at half-maximal effect; % is scaled to controls: 0 for no effect and ±100 for the full control effect; nearly all actives have a fitted effect of over 60% in size; many of its hits are not listed in these tables
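Agonist response is measured as cAMP accumulation in an RXFP1-transfected HEK293T line under PDE4 inhibition. Values are scaled between buffer-only and 29 nM porcine relaxin, and EC50s come from standard Hill equation fits.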
Vif-APOBEC3G blk – blocks the Vif interaction with human APOBEC3G; HeLa A3G-eYFP + Vif (tagged APOBEC3G with the HIV-1 protein that degrades it), YFP fluorescence, overnight; AID 602310; actives 0.076% (n = 410,000); Q9HC16; Potency, µM (doses to about 46.1 µM), for the others: top-dose activity, negative = active, usual class: inhibitors;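 also: potency is read from the fitted curve at half-maximal effect; % is scaled to controls: 0 for no effect and ±100 for the full control effect; nearly all actives have a fitted effect of over 60% in size; hits raise eYFP signal because A3G escapes Vif-driven loss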
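HeLa cells stably expressing Vif and C-terminally eYFP-tagged A3G, seeded overnight at 37 deg C, then exposed to compound by pintool overnight at 37 deg C. Rise in yellow fluorescence (Ex 488/Em 500-530, Acumen) marks blocked Vif-driven A3G degradation.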
D1 potentiator – potentiators of human D1 dopamine receptor | actives 0.036% (n = 360,000) | AID 504651 | P21728 | HEK293 TREx D1 cells, calcium flux, dopamine EC20 potentiation | potentiation, % at 10 µM; in the data active = potentiation above about 30%; also: 0% is about no effect
D1 ag – activates the human D1 dopamine receptor; P21728; HEK293 T-REx D1 cells, calcium flux, agonist mode; activation, % at 2 µM; actives 1% (n = 360,000); in the data active = activation above about 30%; also: 0% is about no effect
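Tetracycline-induced HEK293 TREx D1 cells, force-coupled to calcium signalling, were dye-loaded with a no-wash calcium kit. Compound was pin-added after a 10 s baseline. Fluorescence was read kinetically at 1 cycle/s for 180 s, with calcium rises flagged as agonism.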
Vif-A3F inh – inhibitors of Vif-A3F interaction; HeLa A3F-eYFP + Vif (tagged APOBEC3F with the HIV-1 protein that degrades it), YFP fluorescence increase; Potency, µM (doses to about 46.1 µM), inactives show at the top dose activity, negative = active; actives 0.2% (n = 390,000); AID 602313; also: potency is read from the fitted curve at half-maximal effect; % of control where 0% means no effect; nearly all actives have a fitted effect of over 65% in size
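HeLa cells stably expressing Vif plus C-terminally eYFP-tagged A3F were seeded, incubated overnight at 37 deg C, dosed with compound, incubated overnight again at 37 deg C. Yellow fluorescence (Ex 488/Em 500-530) reported blocked Vif-mediated A3F-eYFP degradation.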
D2 potentiator – positively modulates the human D2 dopamine receptor allosterically | P14416 | HEK293 T-REx D2, calcium flux, EC20 dopamine potentiation | potentiation, % at 10 µM | actives 0.34% (n = 340,000);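 active = potentiation over 3 SD above the plate norm, cut at about 30% in these data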; also: 0% is about no effect
Target sequence (P14416 whole entry, looked up): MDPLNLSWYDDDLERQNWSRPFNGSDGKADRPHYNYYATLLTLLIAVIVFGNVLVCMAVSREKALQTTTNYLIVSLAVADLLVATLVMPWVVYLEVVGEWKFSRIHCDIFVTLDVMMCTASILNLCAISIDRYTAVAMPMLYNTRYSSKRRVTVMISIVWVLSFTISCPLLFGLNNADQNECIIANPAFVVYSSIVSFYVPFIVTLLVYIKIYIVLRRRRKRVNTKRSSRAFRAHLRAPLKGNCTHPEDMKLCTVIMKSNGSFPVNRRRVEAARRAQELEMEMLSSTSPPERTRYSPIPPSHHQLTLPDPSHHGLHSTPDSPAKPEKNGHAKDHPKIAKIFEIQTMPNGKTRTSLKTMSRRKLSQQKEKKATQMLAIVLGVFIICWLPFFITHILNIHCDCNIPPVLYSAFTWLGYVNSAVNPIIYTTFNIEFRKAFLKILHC
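Primary screen. Calcium kinetics in induced HEK293 T-REx D2 cells: compound pre-addition 180 s, EC20 dopamine, 180 s more.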
* hit, by the source's call; ? = inconclusive; . = no result given; & = joins results of further samples. Unless noted, calls follow the shape of the dose curve; as a rule, active = well fitted curve in the direction sought with a large enough effect; inconclusive = small, poorly fitted or top-dose-only effect, or another doubt; inactive = no such curve, though single readings can be large; an effect the other way counts as inactive or inconclusive.

SMILES,LDHA inh,Glioma ERSR ind,D1 antagonist,RXFP1 agonist,Vif-APOBEC3G blk,D1 potentiator,D1 ag,Vif-A3F inh,D2 potentiator
COc1ccccc1C1/C(=C(/O)c2ccc(Cl)cc2)C(=O)C(=O)N1CCN1CCOCC1 (stereo not drawn),3,-3%,-9,4.5%,-7%,-4,2,-4%,-4
CC(C)(C)CN1CCC(Oc2cccc(C(=O)N3CCNC(=O)C3(C)C)c2)CC1,-2,-9%,-3,1.5%,4%,2,4,-5%,7
S=C(NCCCc1ccccc1)NCc1ccccc1,-1,18%,-19,2.3%,3%,-3,2,-6%,-3
O=C(CNC(=O)OCc1ccccc1)NC1CCCCCCC1,0,-1%,13,-1.0%,-1%,4,2,-9%,4
Cc1nc(NC(=O)CSc2nc3cccnc3n2C2CCCCC2)sc1C,-2,-1%,-3,0.8%,0%,4,1,-5%,3
O=C(Nc1ncc([N+](=O)[O-])s1)C1CC(=O)N(c2ccc(F)cc2)C1 (stereo not drawn),-8,4%,-6,-0.2%,-1%,-7,1,-10%,2
COC(=O)CC(c1ccc(F)cc1)n1c(C)ccc1C (stereo not drawn),-5,0%,0,-0.6%,8%,8,1,4%,5
CC(=C\C(=O)O)/C(=C\c1cccc2ccccc12)C(=O)O,-5,3%,4,0.9%,-2%,-7,3,-16%,-1
COc1ccc(C2NC(=O)CS2)cc1OC (stereo not drawn),0,-1%,8,1.1%,1%,1,1,1%,3
CC(=O)Nc1ccc(S(=O)(=O)C(C#N)c2nc3ccccc3nc2NCCN2CCOCC2)cc1 (stereo not drawn),-10,5%,1,-0.2%,0%,-13,2,14%,7
O=C(CS(=O)c1ccc(C(F)(F)F)cc1[N+](=O)[O-])Oc1ccccc1 (stereo not drawn),13,-17%,-25,1.1%,-11%,2,2,7%,33*
Cc1ccc(N(C(=O)C2CCCC2)C2C=CS(=O)(=O)C2)cc1C (stereo not drawn),-4,-3%,-12,-1.7%,1%,-2,-1,-4%,3
Cc1c(C(=O)Nc2cccc(Cl)c2)oc2ccc(S(=O)(=O)N3CCC4(CC3)OCCO4)cc12,1,-4%,7,-1.5%,-1%,-5,6,-1%,9
O=C(C[n+]1cc(-c2ccc(F)cc2)n2c1CCC2)c1cccs1,-7,?,22,4.9%,-2%,-4,5,-29%,-14
CN(C)/C=C\C(=C/C(=O)C(F)(F)F)Nc1ccccc1Oc1ccccc1,-5,-3%,-18,-1.4%,-6%,0,4,0%,3
CCc1c(C(=O)NNC(=S)NCCc2ccccc2)csc1C,-2,-1%,-3,0.1%,-13%,-4,13,0%,6
O=C(NCc1ccc(F)cc1)c1nc(-c2cccs2)no1,2,8%,-11,0.2%,2%,-7,7,1%,-13
COc1ccc(NS(=O)(=O)c2cc(C(=O)Nc3ccccc3C(=O)O)ccc2C)cc1,-6,0%,31,-0.3%,-2%,-2,2,2%,-7
OCCN1CCN(C2Cc3cc(Cl)ccc3Sc3ccc(Cl)cc32)CC1 (stereo not drawn) (tested in a mixture with another compound),2,-19%,-86*,0.9%,5%,-28,12,-11%,.
O=C(Nc1cccnc1)c1cc(-c2ccc(Cl)c(Cl)c2)on1,-5,0%,0,-2.8%,6%,-3,3,-1%,-3
Cn1c(C(=O)O)c(CC(=O)Nc2ccccc2F)c2ccccc21,-7,-3%,-8,1.5%,0%,-7,1,-6%,16
O=C(NCCC1CCCCN1S(=O)(=O)c1ccc(Cl)cc1)C(=O)NCCN1CCOCC1 (stereo not drawn),4,-4%,18,-1.1%,0%,8,0,-4%,20
O=C(Nc1cc(Cl)ccc1Oc1ccccc1)C1=COCCO1,-2,-5%,2,0.1%,-9%,-9,16,11%,13
Cc1ccc(Cl)cc1N1CCN(C(=O)CCCn2c(=O)[nH]c3ccc(Br)cc3c2=O)CC1,-16,-4%,7,-3.1%,5%,0,-1,-1%,-13
Cc1cc(C)c[n+](CC(=O)c2ccc(NC(=O)c3ccccc3)cc2)c1,5,-6%,-5,0.2%,1%,-7,5,18%,-5
Cc1cc(=O)n2nc(N3CCC(C(=O)NCCc4ccccc4)CC3)sc2n1,-2,-1%,4,4.7%,-4%,1,5,-8%,-1
CCC(Oc1ccc(C)cc1)C(=O)Nc1ccc2c(c1)n(C)c(=O)n2C (stereo not drawn),-8,-4%,26,0.3%,0%,5,2,-2%,8
CCOC(=O)N=Nc1c2ccccc2c2nc3no[nH]c3nc12,30,-10%,-4,0.5%,4%,-5,1,-4%,2
COc1ccc(Cl)cc1C(=O)NNC(=O)CNC(=O)c1ccco1,-13,-4%,.,.,-13%,.,.,1%,.
Cc1ccccc1NC(=S)NCC1CCN(C(C)c2ccccc2)C1 (stereo not drawn),-7,-6%,-36*,2.0%,1%,-4,0,13%,-29

Other records.
Order of results – LDHA inh | Glioma ERSR ind | D1 antagonist | RXFP1 agonist | Vif-APOBEC3G blk | D1 potentiator | D1 ag | Vif-A3F inh | D2 potentiator
- O=C1NC(=Nc2ccccc2Cl)S/C1=C\c1ccc(C(=O)O)cc1
  -7 | -3% | 3 | 0.8% | -9% | 10 | 4 | 0% | 8
- COc1cc(OC)c(C(=O)Nc2cccnc2)cc1OC
  2 | 0% | 1 | 1.6% | 0% | -5 | 0 | -8% | 0
- CC(OC(=O)CN1C(=O)NC2(CCCC2)C1=O)C(=O)c1ccc(C(C)(C)C)cc1 (stereo not drawn)
  -1 | 0% | -20 | 2.6% | -1% | -8 | 8 | 0% | 1
- O=C(CN1C(=O)NC2(CCCCCCC2)C1=O)N1CCOCC1
  -3 | ? | 2 | 1.0% | 0% | 2 | 2 | -2% | -9
- COc1ccc(N(C)S(=O)(=O)c2cccc(C(=O)OCC(=O)Nc3sc4c(c3C#N)CCCCC4)c2)cc1
  -10 | -3% | 9 | 3.3% | -1% | 0 | 0 | -28% | -7
- O=C(CNC(=O)Cc1ccccc1)N=Nc1c(O)n(Cc2ccc3c(c2)OCO3)c2ccccc12
  -2 | -6% | 23 | 1.8% | -22% | 4 | 5 | -2% | 2
- CC(=O)OCCCNc1cc(SCc2ccco2)c2nonc2c1[N+](=O)[O-]
  22 | -14% | -18 | 0.1% | -29% | 1 | 1 | 11% | 8
- O=c1c2ccccc2nnn1-c1ccccc1
  -1 | 1% | . | . | -1% | . | . | 14% | .
- CC(=O)c1cccc(NC(=O)C(C)OC(=O)CCn2c(C)csc2=O)c1 (stereo not drawn)
  0 | -5% | -20 | 2.2% | 1% | -10 | 0 | 3% | 0
- COc1ccc(-c2nnc(SCC(=O)N3CCCC(C)C3)o2)c(OC)c1 (stereo not drawn)
  -10 | 1% | -6 | -0.1% | 0% | -7 | 2 | -12% | 0
- CCN1C(=S)N[C@@H](c2cccc(F)c2)C(C(=O)OC)=C1C
  0 | -1% | -19&-26 | 2.2%&0.1% | -1% | -2&-6 | 1&-1 | 7% | .
- CN(C(=O)CN1C(=O)NC(C)(CCc2ccccc2)C1=O)c1ccccc1 (stereo not drawn)
  -4 | -4% | 1 | -1.1% | 1% | 1 | 4 | -3% | 7
- O=C(c1nnsc1S(=O)(=O)c1ccc(Cl)cc1)N1CCOCC1
  -11 | -12% | 10 | -1.5% | -7% | 2 | -3 | 9% | 0
- CCc1ccc(/C=C(\C)C(=O)c2c(C)cc(C)[nH]c2=O)cc1
  0 | -1% | -2 | 0.2% | 3% | -2 | 4 | 0% | .

Retrieved by compound from above, 6 records:
Order of results – LDHA inh | Glioma ERSR ind | D1 antagonist | RXFP1 agonist | Vif-APOBEC3G blk | D1 potentiator | D1 ag | Vif-A3F inh | D2 potentiator
- O=C1NC(=Nc2ccccc2Cl)S/C1=C\c1ccc(C(=O)O)cc1
  -7 | -3% | 3 | 0.8% | -9% | 10 | 4 | 0% | 8
- COc1cc(OC)c(C(=O)Nc2cccnc2)cc1OC
  2 | 0% | 1 | 1.6% | 0% | -5 | 0 | -8% | 0
- O=C(c1nnsc1S(=O)(=O)c1ccc(Cl)cc1)N1CCOCC1
  -11 | -12% | 10 | -1.5% | -7% | 2 | -3 | 9% | 0
- CC(OC(=O)CN1C(=O)NC2(CCCC2)C1=O)C(=O)c1ccc(C(C)(C)C)cc1 (stereo not drawn)
  -1 | 0% | -20 | 2.6% | -1% | -8 | 8 | 0% | 1
- CC(=O)c1cccc(NC(=O)C(C)OC(=O)CCn2c(C)csc2=O)c1 (stereo not drawn)
  0 | -5% | -20 | 2.2% | 1% | -10 | 0 | 3% | 0
- O=C(CN1C(=O)NC2(CCCCCCC2)C1=O)N1CCOCC1
  -3 | ? | 2 | 1.0% | 0% | 2 | 2 | -2% | -9

A portion of the library; the hit share may differ from the screen's.
